aSyn UTR inh: MLPCN primary screen, SNCA 5' untranslated region; alpha-synuclein 5'UTR reporter, inhibitor activity; inhibition, % (tested at 7.5 µM); AID 1813, 2009; 0.82% of 300,000 active; in the data active means inhibition above about 60%; inconclusive means no clear call, values can overlap the other calls;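 further: H4 neuroglioblastoma cells stably carrying SNCA 5'UTR luciferase fusion; 0% = DMSO wells and 100% = positive control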
AI-2 QS mod: Vibrio harveyi AI-2 quorum sensing modulators, primary screen, JMH597 strain, luminescence/OD600 ratio; Vibrio harveyi JMH597 AI-2 luminescence/OD600 ratio, 9 h; hits give low values; strain lacks LuxN and CqsS sensors; 0 = neutral-control median; activity change, % at 7.5 µM; 0.4% of 300,000 active; AID 2094, 2009; in the data active means activity change below about -75%, passing the limit was not always enough; inconclusive means no clear call, values can overlap the other calls;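 further: luminescence divided by OD600 gain over 9 h not by final OD600 alone; inactives centre near 13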
IEC-6 tox: cytotoxicity in IEC-6 intestinal epithelial cells, primary screen, cytotoxicity control for KLF5 inhibitor project, cell-based, luminescence; 0.78% of 290,000 active; IEC-6 cytotoxicity, luminescence viability; inhibition, % at 5 µM; in the data active means inhibition above about 22%;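 further: 0% = plate median of test compound wells and 100% = cytotoxic reference compound wells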
HSF1 inhib: HSF1 inhibitors in luciferase reporter cells, primary screen, cell-based, NIH3T3, luminescence; NIH3T3-HGL HSE-luciferase, MG132-induced, luminescence 8 h; hits give low values; AID 2098, 2009; activity change, negative = inhibition, % at 7.5 µM (by protocol); 0.77% of 300,000 active;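 active means more than half of replicate wells show activity change below -50%, luminescence cut by over half; inconclusive means some wells, but at most half, below -50%; inactive means no replicate well below -50%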;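 further: luciferase reports HSF-1 transcriptional activity via heat shock element; 0% = median of DMSO wells and -100% = zero luminescence signal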
GSK3 alpha inh: blockers of GSK3A enzyme activity – biochemical, luminescence, cell-free homogeneous, HTS, primary screen | GSK-3 alpha kinase, ADP-Glo luminescence, 60 min | inhibition, % at 10 µM | 0.1% of 320,000 active | AID 2650, 2010;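 in the data active means inhibition above about 50%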;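 further: GST-tagged GSK-3 alpha with peptide substrate and 25 µM ATP; 0% = DMSO neutral wells and 100% = GW8510 positive control wells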
Target sequence (P49840 whole entry, looked up): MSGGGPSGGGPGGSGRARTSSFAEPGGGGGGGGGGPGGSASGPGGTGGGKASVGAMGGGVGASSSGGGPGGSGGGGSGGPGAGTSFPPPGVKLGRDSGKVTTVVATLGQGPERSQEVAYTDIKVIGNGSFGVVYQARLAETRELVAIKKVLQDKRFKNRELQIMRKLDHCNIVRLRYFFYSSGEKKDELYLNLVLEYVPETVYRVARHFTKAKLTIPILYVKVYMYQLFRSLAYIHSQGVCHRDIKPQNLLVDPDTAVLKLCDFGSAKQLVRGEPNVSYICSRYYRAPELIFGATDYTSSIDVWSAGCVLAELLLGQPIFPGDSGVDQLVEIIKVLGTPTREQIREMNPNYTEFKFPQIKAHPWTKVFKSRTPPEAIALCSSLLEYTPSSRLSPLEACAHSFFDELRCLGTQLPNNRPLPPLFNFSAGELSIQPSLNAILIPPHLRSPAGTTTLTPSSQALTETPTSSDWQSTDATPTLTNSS
HSP90 inh: HSP90 inhibitors, primary screen, cell lysate, luminescence | Heat shock protein HSP 90 (rabbit reticulocyte lysate; luciferase refolding) | Rabbit reticulocyte lysate, luciferase refolding luminescence, 3 h | inhibition, % at 5.6 µM | 0.91% of 290,000 active | AID 1789, 2009;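 active means inhibition above the screen-wide mean plus 3 SD, computed separately per campaign, cut at about 16% in these data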;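 further: 0% = DMSO wells and 100% = 60 µM geldanamycin wells; inhibitors lower the luminescence because luciferase stays unfolded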
PolyA inh: polyadenylation inhibitors in yeast reporter cells, primary screen, luminescence, S. cerevisiae | 0.02% of 300,000 active | S. cerevisiae SKY197-pL101 polyadenylation reporter, beta-gal luminescence; efflux-impaired pdr1/pdr3 knockout yeast; score 100 = 6 SD above DMSO | calls only at 12 µM | AID 1875, 2009;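 active means lowest replicate activity score at least 50, where 100 means six control SD above control mean; inconclusive means lowest score under 50 but half or more replicates reach 50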;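 further: yeast exposed to compound for 9 h at 30 °C; higher score means more reporter readthrough which indicates perturbed polyadenylation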
KLF5 inh: KLF5 expression inhibitors, primary screen, DLD-1 cells, luminescence; DLD-1 KLF5 promoter-luciferase reporter; AID 1700, 2009; 0.23% of 290,000 active; inhibition, % at 5 µM;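 active means inhibition above a per-plate limit of that plate's mean compound inhibition plus 3 SD, cut at about 60% in these data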;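 further: 0% = DMSO wells and 100% = LY294002 at 200 µM; higher means less KLF5 promoter-driven luciferase light; inactives centre near -14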
GSK3B inh: human GSK3beta kinase inhibitors, primary screen, biochemical, cell-free homogeneous, HTS | Glycogen synthase kinase-3 beta (Homo sapiens), P49841 | GST-GSK3beta kinase, ADP-Glo luminescence, 60 min; hits give low values | activity score (negative = inhibition), % at 10 µM | 0.038% of 300,000 active;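 active means more than half of replicate wells score below -50%, meaning over 50% inhibition versus plate controls; inconclusive means some replicates but at most half score below -50%; inactive means no replicate scores below -50%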;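 further: 0% = median DMSO wells and -100% = median GW8510 positive control wells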
Target sequence (P49841 whole entry, looked up): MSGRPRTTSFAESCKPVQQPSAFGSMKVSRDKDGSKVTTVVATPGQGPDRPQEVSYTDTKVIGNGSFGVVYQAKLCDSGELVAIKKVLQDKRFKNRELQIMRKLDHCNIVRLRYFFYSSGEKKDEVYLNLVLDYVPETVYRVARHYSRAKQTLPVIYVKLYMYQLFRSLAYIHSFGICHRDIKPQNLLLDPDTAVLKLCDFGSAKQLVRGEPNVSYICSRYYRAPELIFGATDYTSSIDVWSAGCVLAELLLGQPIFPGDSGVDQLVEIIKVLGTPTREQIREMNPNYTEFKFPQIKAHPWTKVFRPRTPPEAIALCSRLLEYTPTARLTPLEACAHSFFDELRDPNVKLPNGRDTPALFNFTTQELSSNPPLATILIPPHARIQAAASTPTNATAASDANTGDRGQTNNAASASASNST
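Test system: GST-fused GSK3beta enzyme, cell-free | Quantity: 1.6 ng GST-GSK3beta enzyme per well | Reagent: 25 µM ATP with peptide substrate | Schedule: 60 min enzyme reaction, room temperature | Signal: Luminescent ADP-Glo measurement of ADP formed | Read-out basis: Score relative to plate controls | Control set: DMSO and 20 µM GW8510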
HSF-1 act: HSF-1 activators, primary screen, NIH3T3-HGL cells, MG132 stress, luminescence, single point. AID 504408, 2011. 1.7% of 300,000 active. activation, % at 9 µM. NIH3T3-HGL HSF-1 luciferase reporter, 8 h; 100% = twice DMSO control signal;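 active means mean replicate activation of at least 50% with a set share of replicates each reaching 50%; inconclusive means only one of those two conditions met; inactive means mean below 50% and too few replicates reaching it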;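 further: 0% = median of the neutral control wells and 100% = twice that signal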
* hit, by the source's call; i = inactive; ? = inconclusive; . = no result given; & = joins results of further samples. An excerpt; count on the stated rates, not on these rows.

SMILES	aSyn UTR inh	AI-2 QS mod	IEC-6 tox	HSF1 inhib	GSK3 alpha inh	HSP90 inh	PolyA inh	KLF5 inh	GSK3B inh	HSF-1 act
O=S(=O)(c1ccc(Cl)cc1)N1CCC(c2nc3ccccc3[nH]2)CC1	76*	9	31*	33	0	0	i	3	2	73*
CCC(=O)c1c[nH]c(C(=O)NCC2CCCO2)c1 (centres undefined)	-5	12	-5	-8	2	0	i	-28	-6	-9
CCCCCN(C(=O)CCC(=O)OCc1cc(C(C)=O)ccc1OC)c1c(N)n(CCCC)c(=O)[nH]c1=O	-3	21	.	2	-1	.	i	.	1	6
O=C(CSc1nnc(-c2cccnc2)o1)NNC(=O)c1ccc(Br)cc1	-2	19	1	-1	1	3	i	-3	3	-2
CSc1cccc(NC(=O)CSc2ccccc2)c1	-45	-20	2	4	-3	-4	i	-37	0	24
Cc1nnc(NC(=O)CSc2cn(Cc3ccccc3)c3ccccc23)s1	24	5	-1	5	1	2	i	-10	0	-4
CC1=NN(c2ccc(C)c(C)c2)C(=O)/C1=C\C=C\c1ccc([N+](=O)[O-])o1	78*	29	-5	.	-1	3	i	1	0	.
CCOC(=O)c1cc2cc(OC)ccc2[nH]1	-147	21	2	11	-3	12	i	-127	2	7
O=C(Nc1cccc(F)c1)Nc1ccc2c(c1)CCC2	-160	-6	2	21	0	-5	i	-129	1	44
CN(C)S(=O)(=O)N1CCC(Oc2ccc(C(=O)NCc3cnn(C)c3)cc2)CC1	13	39	-1	-2	1	1	i	0	2	11
CCN1C(=O)CC(N2CCOCC2)C1=O (centres undefined)	10	20	0	-7	1	-2	i	-24	4	-5
CCOC(=O)C1CCN(S(=O)(=O)c2ccc(-c3cc(C(F)(F)F)n(C)n3)s2)CC1	-24	18	2	-3	1	1	i	-17	5	-1
COc1cc(Cn2c(-c3ccc(O)c(OC)c3)nc3ccccc32)ccc1O	9	7	-1	6	2	0	i	2	-1	-10
O=C(NCc1ccco1)C1Cc2ccccc2CN1S(=O)(=O)c1ccccc1F (centres undefined)	.	.	-4	.	6	3	.	-22	.	.
Cn1ncc([N+](=O)[O-])c1C(=O)N1CCCCCC1	8	1	2	0	.	-1	i	-32	-4	-7
CSc1nnc2c(n1)OC(c1ccc(C(=O)O)cc1)N(C(C)=O)c1ccccc1-2 (centres undefined)	11	13	-6	-10	-1	0	i	-43	-3	-6
O=C(Nc1ccc(F)cc1)c1ccc(Br)c(S(=O)(=O)N2CCOCC2)c1	-12	32	4	-9	0	-1	i	-9	1	-11
COC(=O)c1c(N)n(-c2ccc(NC(C)=O)cc2)c2nc3ccccc3nc12	-2	55	13	6	0	8	i	8	0	-15
CCOc1ccccc1NC(=O)N1CCc2ccccc2C1	-8	0	4	-2	-4	2	i	-12	-3	17
S=C(NCc1ccco1)N1CCN(c2cccc(Cl)c2)CC1	23	15	1	44	-1	-2	i	0	2	54*
NS(=O)(=O)c1ccc(N=Nc2c(O)[nH]c3ccc(Br)cc23)cc1	-119	6	-21	24	10	-1	i	-34	-5	?
C=C(C)CSc1nnc(-c2cccc(Cl)c2)n1N	-85	-18	4	7	-1	-2	i	-46	3	6
Cc1ccc(NC(=O)c2cc(S(=O)(=O)N3CCOCC3)ccc2F)c(C)c1	-40	2	3	7	-2	1	i	2	3	-3
COc1ccc(NC(=O)NNC(=O)COc2cc(C)c(Cl)c(C)c2)c(OC)c1	5	21	-3	2	2	-4	i	-20	1	5
Cc1cc(NC(=O)COC(=O)c2ccc(NS(=O)(=O)c3ccc(C)c(C)c3)cc2)no1	7	25	5	6	.	5	i	2	-1	7

A draw from above in order of molecular weight, rising.
SMILES	aSyn UTR inh	AI-2 QS mod	IEC-6 tox	HSF1 inhib	GSK3 alpha inh	HSP90 inh	PolyA inh	KLF5 inh	GSK3B inh	HSF-1 act
CCOC(=O)c1cc2cc(OC)ccc2[nH]1	-147	21	2	11	-3	12	i	-127	2	7
CCC(=O)c1c[nH]c(C(=O)NCC2CCCO2)c1 (centres undefined)	-5	12	-5	-8	2	0	i	-28	-6	-9
Cn1ncc([N+](=O)[O-])c1C(=O)N1CCCCCC1	8	1	2	0	.	-1	i	-32	-4	-7
O=C(Nc1cccc(F)c1)Nc1ccc2c(c1)CCC2	-160	-6	2	21	0	-5	i	-129	1	44
C=C(C)CSc1nnc(-c2cccc(Cl)c2)n1N	-85	-18	4	7	-1	-2	i	-46	3	6
S=C(NCc1ccco1)N1CCN(c2cccc(Cl)c2)CC1	23	15	1	44	-1	-2	i	0	2	54*
CC1=NN(c2ccc(C)c(C)c2)C(=O)/C1=C\C=C\c1ccc([N+](=O)[O-])o1	78*	29	-5	.	-1	3	i	1	0	.
COc1cc(Cn2c(-c3ccc(O)c(OC)c3)nc3ccccc32)ccc1O	9	7	-1	6	2	0	i	2	-1	-10
Cc1ccc(NC(=O)c2cc(S(=O)(=O)N3CCOCC3)ccc2F)c(C)c1	-40	2	3	7	-2	1	i	2	3	-3
O=C(NCc1ccco1)C1Cc2ccccc2CN1S(=O)(=O)c1ccccc1F (centres undefined)	.	.	-4	.	6	3	.	-22	.	.
CN(C)S(=O)(=O)N1CCC(Oc2ccc(C(=O)NCc3cnn(C)c3)cc2)CC1	13	39	-1	-2	1	1	i	0	2	11
O=C(CSc1nnc(-c2cccnc2)o1)NNC(=O)c1ccc(Br)cc1	-2	19	1	-1	1	3	i	-3	3	-2
O=C(Nc1ccc(F)cc1)c1ccc(Br)c(S(=O)(=O)N2CCOCC2)c1	-12	32	4	-9	0	-1	i	-9	1	-11

The results go on:
SMILES	aSyn UTR inh	AI-2 QS mod	IEC-6 tox	HSF1 inhib	GSK3 alpha inh	HSP90 inh	PolyA inh	KLF5 inh	GSK3B inh	HSF-1 act
CN(C(=O)CN1CCN(c2ccccc2F)CC1)C1CCCc2ccccc21 (centres undefined)	-3	27	-1	-2	-5	-2	i	-9	1	4
Cc1ccc(C(=O)NCCCNC(=O)COc2ccc(Cl)cc2)cn1	-8	14	-1	-8	1	-3	i	2	-3	-10
COc1ccc(-c2nc(C)sc2CC(=O)O)cc1	.	27	4	.	-2	5	.	-64	2	.
CC(NC(=O)c1cccs1)C(S)c1ccccc1 (centres undefined)	3	24	4	5	-4	1	i	-32	-2	25
O=C(Cn1nnc(-c2ccccc2)n1)N/N=C/c1cccc([N+](=O)[O-])c1	-15	4	5	6	-1	-1	i	-12	-4	-5
COc1ccc(S(=O)(=O)N(CC(=O)NCc2ccco2)c2ccccc2)cc1OC	10	4	2	2	-1	0	i	9	1	3
COc1cc(OC)nc(NC(=S)NC(=O)c2ccccc2)n1	-69	7	-2	2	1	4	i	-11	3	-1
CNS(=O)(=O)Cc1ccc2[nH]cc(CCN(C)C)c2c1	19&5	36&19	2	1&2	-2&-3	-2	i	-17	2&3	-13&3
COCC(=O)N(Cc1cc2ccc(C)cc2[nH]c1=O)c1ccccc1C	2	-1	10	-6	-2	3	i	-22	-1	8
O=C(NCCCN1CCOCC1)c1ccc2c(c1)N(Cc1cccc(Cl)c1)C(=O)c1ccccc1S2=O (centres undefined)	-9	0	0	13	1	0	i	-26	1	41
CCOC(=O)c1ccccc1NC(=O)c1cccc2c1C(=O)N(C1CCN(C(=O)OCC)CC1)C2	-4	11	-3	-5	0	0	i	-22	-4	-14
O=C(O)CCCNC(=O)C(c1ccccc1)c1ccccc1	-7&22	13&16	-10&-2	-3&-9	1&-1	-2&0	i	-38&-18	3&-1	-9&-1
CCOc1ccc(N(CC(=O)Nc2cccc(C)c2C)S(=O)(=O)c2c(C)[nH]c(=O)[nH]c2=O)cc1	3	6	4	-3	3	-3	i	-11	-6	-3
CCN(CC)c1ccc(NS(=O)(=O)c2ccc(-c3ccc(=O)[nH]n3)o2)c(C)c1	-2	7	-16	5	1	-6	i	-30	0	13
Cn1c(COc2ccccc2)nnc1SCCSc1nnc(COc2ccccc2)n1C	9	-2	1	-11	-1	4	i	-37	4	2
COc1ccc(C(OC(=O)c2ccco2)C(=O)NC2CCCC2)cc1OC (centres undefined)	-13	.	-2	-3	-3	-1	i	4	.	-5
CCS(=O)(=O)c1ccc(C(=O)NC2CC2)c(Cl)c1Cl	2	23	-1	-3	-2	2	i	-18	-2	11
Cc1onc(-c2ccccc2Cl)c1C(=O)Nc1nnc(-c2ccc(Cl)cc2Cl)s1	-3	8	2	0	2	-2	i	-44	-1	-6
CCN(CC)S(=O)(=O)c1ccc(OCC(=O)NC(=O)c2ccccc2OC)c([N+](=O)[O-])c1	14	20	1	-4	1	1	i	-20	0	-4
COc1ccc(C(=O)NCCCN2CCOCC2)cc1	-6	10	11	0	-4	2	i	-29	3	9
CCOC(=O)C1CCN(C(=O)CCNC(=O)c2cc(OC)c(OC)c(OC)c2)CC1	-16	16	-16	-1	.	-2	i	-9	-15	-4
Cc1ccccc1NC(=O)/C(=C\c1cccs1)NC(=O)c1ccccc1	27	-4	-8	5	-3	-2	i	-7	1	11
COc1cccc(/C=N/NC(=O)NC23CC4CC(CC(C4)C2)C3)c1O	-16	30	.	15	0	.	i	.	0	11
